Screening data (PubChem BioAssay)
APEX1 inh: qHTS Assay for Inhibitors of the Human Apurinic/apyrimidinic Endonuclease 1 (APE1); recombinant APE1, TAMRA/BHQ-2 abasic DNA cleavage fluorescence; actives 0.35% (n = 350,000); Potency, µM (highest dose often 65.8 µM), without a hit: at the top dose activity change, negative = inhibition, hits mostly inhibitors; DNA repair nuclease/redox regulator APEX1 (Homo sapiens), P27695; AID 2517, 2012;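 further: potency means the concentration at half of the fitted maximal effect; plate controls were vehicle for no effect and reference inhibitor for full effect; nearly all actives have a fitted effect of over 55% in size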
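Quantitative HTS: incision of a TAMRA/BHQ-2 double-stranded substrate bearing a tetrahydrofuran abasic site by 0.75 nM APE1 raises fluorescence. Substrate 50 nM final, added after 15 min compound preincubation at room temperature; progress as third-minus-first kinetic read difference.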
Apoferritin bind: qHTS Assay for Identification of Novel General Anesthetics. actives 0.074% (n = 350,000). Ferritin light chain (Equus caballus), P02791. apoferritin/1-aminoanthracene competitive binding, fluorescence. Potency, µM (doses to about 77.5 µM), for inactives: at the top dose activity change, negative = displacement, usual class: inhibitors; further: potency means the concentration at half of the fitted maximal effect; on the % scale 0 is the no-effect control and ±100 the full control effect; nearly all actives have a fitted effect of over 20% in size
Target sequence (P02791 2-175 limits assumed): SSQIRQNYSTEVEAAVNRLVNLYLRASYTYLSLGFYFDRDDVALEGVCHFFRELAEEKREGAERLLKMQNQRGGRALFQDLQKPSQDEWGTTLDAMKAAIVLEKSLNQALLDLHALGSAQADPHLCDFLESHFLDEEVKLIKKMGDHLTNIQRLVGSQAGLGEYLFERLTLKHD
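Horse-spleen apoferritin (10 uM) was mixed with 50% saturated 1-aminoanthracene in PBS, exposed to compounds for 10 min at room temperature, and read for fluorescence (ex 380 nm, em 535 nm). Competitive displacement was fitted with a four-parameter Hill equation.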
POLB inh: qHTS Assay for Inhibitors of DNA Polymerase Beta; Pol beta primer extension/strand displacement, fluorescence kinetic; P06746; Potency, µM (doses to about 114 µM), inactives show at the top dose activity change, negative = inhibition, actives largely listed as inhibitors; actives 1.3% (n = 340,000); further: potency means the concentration at half of the fitted maximal effect; on the % scale 0 is the no-effect control and ±100 the full control effect
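Human Pol beta at 10 nM; strand-displacement substrate 50 nM final. Compound exposure 15 min at room temperature before start, reaction 10 min at room temperature.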
Pol iota inh: qHTS for Inhibitors of Polymerase Iota. DNA polymerase iota (Homo sapiens), Q9UNA4. Pol iota fluorescent replication assay, 10 min. Potency, µM (doses to about 115 µM), without a hit: top-dose activity, negative = inhibition, actives largely listed as inhibitors. actives 1% (n = 390,000); further: potency means the concentration at half of the fitted maximal effect
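Fluorescent replication assay read twice, at 0 min and 10 min after adding 50 nM (final) substrate. Enzyme (10 nM) and compounds were first incubated 15 min at room temperature; enzyme-free buffer wells were negative controls.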
Pol kappa inh: qHTS for Inhibitors of Polymerase Kappa; DNA polymerase kappa (Homo sapiens), Q9UBT6; purified Pol kappa, fluorescent DNA synthesis assay, 10 min; Potency, µM (series often up to 107 µM), inactives show at the top dose activity, negative = inhibition, actives largely listed as inhibitors; actives 0.53% (n = 400,000); further: potency means the concentration at half of the fitted maximal effect; on the % scale 0 is the no-effect control and ±100 the full control effect
Target sequence (Q9UBT6 whole entry, looked up): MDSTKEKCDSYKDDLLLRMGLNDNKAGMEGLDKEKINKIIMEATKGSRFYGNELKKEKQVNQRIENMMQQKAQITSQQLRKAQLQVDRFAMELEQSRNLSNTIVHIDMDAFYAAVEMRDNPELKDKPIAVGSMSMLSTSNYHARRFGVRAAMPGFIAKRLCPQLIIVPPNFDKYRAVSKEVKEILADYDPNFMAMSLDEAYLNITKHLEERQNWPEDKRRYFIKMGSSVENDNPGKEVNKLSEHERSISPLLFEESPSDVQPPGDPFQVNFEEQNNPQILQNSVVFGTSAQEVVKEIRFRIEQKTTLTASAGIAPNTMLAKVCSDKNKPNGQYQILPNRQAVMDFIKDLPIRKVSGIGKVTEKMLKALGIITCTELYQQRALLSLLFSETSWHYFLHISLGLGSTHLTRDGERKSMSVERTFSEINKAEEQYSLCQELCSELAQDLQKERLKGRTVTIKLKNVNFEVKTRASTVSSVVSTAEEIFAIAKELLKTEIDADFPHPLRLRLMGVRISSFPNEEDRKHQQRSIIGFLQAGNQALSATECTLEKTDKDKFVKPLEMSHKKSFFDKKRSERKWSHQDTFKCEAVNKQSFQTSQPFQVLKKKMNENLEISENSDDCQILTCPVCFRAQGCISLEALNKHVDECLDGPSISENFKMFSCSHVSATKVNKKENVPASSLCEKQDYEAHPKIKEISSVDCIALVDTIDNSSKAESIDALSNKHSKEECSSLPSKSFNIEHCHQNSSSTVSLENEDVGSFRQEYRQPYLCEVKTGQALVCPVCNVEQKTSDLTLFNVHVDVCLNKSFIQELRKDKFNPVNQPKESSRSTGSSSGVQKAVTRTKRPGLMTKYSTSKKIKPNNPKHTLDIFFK
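Kinetic fluorescence screen: compound preincubated 15 min RT with 10 nM enzyme; 50 nM substrate (final) initiates; reads at 0/10 min.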
BLM helicase inh: qHTS Assay for Inhibitors of Bloom's syndrome helicase (BLM). RecQ-like DNA helicase BLM (Homo sapiens), P54132. recombinant BLM DNA unwinding, fluorescence dequenching. Potency, µM (titrated, usually from 56.1 µM), inactives show at the top dose activity change, negative = inhibition, actives largely listed as inhibitors. actives 0.2% (n = 350,000);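 further: potency means the concentration at half of the fitted maximal effect; plate controls were vehicle for no effect and no enzyme for full effect; nearly all actives have a fitted effect of over 35% in size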
POLH inh: qHTS for Inhibitors of Polymerase Eta. DNA polymerase eta (Homo sapiens), Q9Y253. actives 1.2% (n = 390,000). recombinant Pol eta, fluorescent DNA replication assay. Potency, µM (doses to about 114 µM), for inactives: at the top dose activity change, negative = inhibition, most hits filed as inhibitors; further: potency means the concentration at half of the fitted maximal effect; on the % scale 0 is the no-effect control and ±100 the full control effect
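Pol eta at 10 nM preincubated with compounds 15 min at room temperature; reaction started with fluorescent substrate (50 nM final) and read kinetically at 0 and 10 min.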
RXFP1 antag: qHTS Assay for Antagonists of the Relaxin Receptor RXFP1; Relaxin receptor 1 (Homo sapiens), Q9HBX9; HEK293-RXFP1, relaxin-stimulated cAMP HTRF, 30 min; hits give low values; activity change, negative = inhibition, % at 57.5 µM; actives 0.59% (n = 350,000); AID 1259400, 2018;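 active means activity change of -60% or lower, but not beyond a set lower limit; inconclusive means change between -60% and -40%, or beyond the set limit; inactive means change above -40%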; further: on the % scale 0 is the no-effect control and ±100 the full control effect
PGK inhibitor: qHTS Assay to Find Inhibitors of Phosphoglycerate Kinase. Phosphoglycerate kinase, glycosomal (Trypanosoma brucei brucei), P07378. PGK/GAPDH coupled, Kinase-Glo luminescence, 60 min. Potency, µM (titrated, usually from 57.5 µM), for inactives: at the highest dose activity change, negative = inhibition, hits mostly inhibitors. actives 0.043% (n = 380,000). AID 602233, 2012; further: potency means the concentration at half of the fitted maximal effect; on the % scale 0 is the no-effect control and ±100 the full control effect; nearly all actives have a fitted effect of over 60% in size
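Luminescent ATP detection (Kinase-Glo Plus) follows a 60-minute room-temperature incubation, with wells lacking PGK as controls. Buffer: 100 mM TEA (pH 7.6), 5 mM MgCl2, 0.01% Tween-20. Coupling enzyme GAPDH (100 nM final) supplies unstable 1,3-BPG in-well.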
Numbers without * were called inactive; i = inactive; ? = inconclusive; / = no result given; [ ] = remark or other dose. Unless noted, the call rests on the fitted dose curve; in most records, active means well fitted curve in the direction sought with a large enough effect; inconclusive means small, poorly fitted or top-dose-only effect, or another doubt; inactive means no such curve, though single readings can be large; an effect the other way counts as inactive or inconclusive. A portion of the library. The share of hits here may be higher or lower than overall.

SMILES	APEX1 inh	Apoferritin bind	POLB inh	Pol iota inh	Pol kappa inh	BLM helicase inh	POLH inh	RXFP1 antag	PGK inhibitor
Cn1c(C(=O)N2CCOCC2)cnc1Sc1ncc(C(F)(F)F)cc1Cl	-1%	0%	4%	6%	-16%	1%	-12%	-15	-2%
O=C(NCc1cccc(Cl)c1)NC(=O)c1csc([N+](=O)[O-])c1	4%	-2%	-1%	9%	5%	2%	-6%	0	-2%
Cn1c(CN2CCN(S(C)(=O)=O)CC2)nc2cc([N+](=O)[O-])ccc21	31%	-6%	22%	-10%	-3%	-2%	-7%	-13	-9%
Cc1noc(NS(=O)(=O)c2ccc(N/C=C\C(=O)c3ccncc3)cc2)c1C	2%	-23%	-26%	-6%	-1%	-3%	-14%	8	i
Cc1ccc(-n2ncc3c(=O)n(CC(=O)N4CCN(c5ccccc5F)CC4)cnc32)cc1C	3%	-9%	13%	-8%	-14%	2%	-15%	-8	i
CN(C)S(=O)(=O)c1ccc(Cl)c(NC(=O)CSc2nc3ccccc3c(=O)n2CCCN2CCOCC2)c1	-12%	-1%	10%	-1%	8%	-6%	-20%	/	i
Cn1c(NCCCN2CCOCC2)nc2c1c(=O)n(Cc1ccc(Cl)cc1)c(=O)n2C	-6%	-14%	31%	17%	-9%	1%	-12%	-21	0%
COc1ccc(-c2nc(CCNC(=O)c3cccs3)cs2)cc1OC	/	1%	-2%	8%	0%[60.1 µM]	1%	-14%	-13	6%
COC(=O)c1[nH]c(C)c(/C(O)=C2\C(=O)C(=O)N(CCN3CCOCC3)C2c2ccco2)c1C (stereo not drawn)	1%	3%	-9%	106%[activator]	-1%	-2%	-17%	-11	i
CCOc1ccc(CNC(=O)CCc2cn(C)c3ccccc23)cc1OC	1%	-6%	3%	7%	6%	0%	3%	-1	-2%
CC(C)(C)C(=O)Nc1ccc(-c2cc3cc(Cl)ccc3o2)cc1	-1%	-5%	-1%	?	19%	-1%	-13%	-5	-6%
COc1ccc(CCNC(=O)C2CCN(C(=O)c3ccc(Br)cc3)CC2)cc1	57%[activator]	-12%	10%	68%[activator]	-6%	-5%	-7%	5	-4%
COc1ccc(-n2ccnc2SCC(=O)NCc2ccccc2)c(OC)c1	-3%	-13%	-25%	164%[activator]	-17%	-7%	-22%	-10	i
COC1=CC(=O)C(OC)=C(OC)C1=O	/	/	/	?	-11%	/	-7%	-1	0%
O=C1OC(N2C(=O)CC[C@H]2C(=O)Nc2cccc(F)c2)c2ccccc21 (stereo partly drawn)	12%	-9%	8%	-22%	14%	2%	-12%	/	-3%

Ordered by heavy-atom count (low to high): part of the list above
SMILES	APEX1 inh	Apoferritin bind	POLB inh	Pol iota inh	Pol kappa inh	BLM helicase inh	POLH inh	RXFP1 antag	PGK inhibitor
COC1=CC(=O)C(OC)=C(OC)C1=O	/	/	/	?	-11%	/	-7%	-1	0%
O=C(NCc1cccc(Cl)c1)NC(=O)c1csc([N+](=O)[O-])c1	4%	-2%	-1%	9%	5%	2%	-6%	0	-2%
COc1ccc(-c2nc(CCNC(=O)c3cccs3)cs2)cc1OC	/	1%	-2%	8%	0%[60.1 µM]	1%	-14%	-13	6%
COC(=O)c1[nH]c(C)c(/C(O)=C2\C(=O)C(=O)N(CCN3CCOCC3)C2c2ccco2)c1C (stereo not drawn)	1%	3%	-9%	106%[activator]	-1%	-2%	-17%	-11	i

Next section.
SMILES	APEX1 inh	Apoferritin bind	POLB inh	Pol iota inh	Pol kappa inh	BLM helicase inh	POLH inh	RXFP1 antag	PGK inhibitor
CS(=O)(=O)c1ccc2nc(NC3(C(F)(F)F)N=C4SCCN4C3=O)sc2c1 (stereo not drawn)	2%	-4%	6%	-5%	-3%	-4%	-11%	-1	/
COc1ccc(C(=O)N2CCN(S(=O)(=O)c3ccc(C)cc3C)CC2)cc1OC	?	-3%	11%	-4%	8%	8%	1%	-1	-6%
CCOc1ncccc1C(=O)OCC(=O)NCCCc1ccccc1	32%	/	/	6%	-14%	/	-11%	1	-4%
O=C1C=C(c2ccc(Oc3ccccc3)cc2)C[C@@H](c2ccc(F)cc2)C1	12%	/	/	-14%	-3%	/	-5%	/	-6%
Cc1cccc(N(C(=O)c2snc(C(N)=O)c2N)C(C(=O)NCC2CCCO2)c2c[nH]c3ccccc23)c1 (stereo not drawn)	2%	-7%	-3%	29%	-24%	-9%	-2%	-5	-1%
COc1ccc2c(c1)C(C)CC(C)(C)N2C(=O)CSc1ncn[nH]1 (stereo not drawn)	-1%	-22%	-3%	-8%	-2%	1%	-11%	-15	-5%
Cc1ccc(NC(=O)C(=O)NCC(c2ccc3c(c2)OCO3)N2CCOCC2)c(C)c1 (stereo not drawn)	/	-13%	1%	-14%	2%[60.1 µM]	-1%	-20%	-12	-5%
CCC(C)NC(=O)C1CCN(S(=O)(=O)CC)CC1 (stereo not drawn)	-1%	-2%	3%	1%	-7%	-2%	-2%	0	i[11.5 µM]
O=C(NN=Cc1ccccc1O)NN=Cc1ccccc1O	/	/	/	?	-14%	/	-23%	-14	-19%
O=C(NCCCCNC(=O)c1ccc(F)cc1)c1ccc(F)cc1	-4%	1%	29%	-19%	-2%	0%	-10%	4	-3%
CN(C)CCN[C@H]1CCC2C3CC=C4C[C@@H](O)CC[C@]4(C)C3CC[C@@]21C (stereo partly drawn)	0%	/	/	111%[activator]	-1%	/	-9%	-13	-3%
O=c1[nH]c(CSc2ccccn2)nc2c1cnn2-c1ccccc1	0%	-11%	?	8%	-4%	1%	-7%	-2	i
CCCc1nnc(NC(=O)CCC(=O)N2CCN(C3c4ccccc4-c4ccccc43)CC2)s1	2%	-17%	33%	-3%	-10%	-2%	-9%	-5	-7%
O=C(CSc1ncnc2c1oc1ccccc12)Nc1nc2ccccc2s1	-7%	-3%	-2%	5%	-3%	0%	-3%	/	i
CCC(=O)N1CCc2cc(Br)cc(S(=O)(=O)N3CCCCCC3)c21	-6%	4%	8%	-3%	-26%	-2%	1%	9	i
FC(F)(F)c1cccc(-c2ccc(-c3csnn3)o2)c1	-7%	-23%	10%	?	4%	-9%	-4%	-4	-7%
CCOc1cc(/C=N/NC(=O)c2cc(-c3cccc(OC)c3)nc3ccccc23)ccc1O	/	/	/	59%[activator]	-2%	/	-18%	-15	-9%
COc1cccc(C2C3=C(CCCC3=O)NC3=C2C(=O)c2ccccc23)c1 (stereo not drawn)	1%	-10%	-1%	/	/	-1%	/	/	/
O=C(NC(=S)Nc1ccccc1N1CCOCC1)c1ccc(Br)cc1	18%	-15%	17%	12%	-11%	-10%	3%	-2	-3%
O=C(Cc1cccc([N+](=O)[O-])c1)Nc1ccc(C(=O)N2CCOCC2)cc1	-2%	/	/	-5%	1%	/	-16%	/	3%
CCCN1C(C(=O)c2ccccc2)=C(OC(=O)COc2ccccc2)c2ccccc2S1(=O)=O	/	-5%	-12%	13%	0%	-6%	-19%	13	-6%
N#CC(C(=O)OC1CCCCC1)c1nc2ccccc2nc1N1CCCCC1 (stereo not drawn)	3%	-12%	1%	/	/	-2%	/	/	/
COc1ccc(-c2cc(C(F)(F)F)nc(SCCC(=O)Nc3ccc(O)cc3)n2)cc1	/	-8%	-14%	22%	0%	-4%	-5%	/	-4%
CCOc1ccc(-c2nnc(SCC(=O)Nc3cc(C)ccc3OC)o2)cc1	/	-5%	?	-4%	-8%	-7%	-6%	/	i
COc1ccc(C(CNC(=O)c2cccc(S(=O)(=O)N3CCOCC3)c2)N2CCOCC2)cc1 (stereo not drawn)	7%	/	/	-8%	-8%	/	-17%	-6	-6%
CC(C)[C@H](NC(=O)c1ccccc1F)C(=O)Nc1ccc2c(c1)OCO2	-7%	/	/	21%	-12%	/	-11%	8	-10%
COc1ccc(C(=O)N/C(=C\c2ccccc2)C(=O)NC(CC(C)C)C(=O)O)cc1 (stereo not drawn)	3%	1%	2%	34%[activator]	-18%	-7%	-5%	-19	i
CCCCc1ccc(NC(=O)NCc2ccccn2)cc1	22%	?	27%	-7%	-9%	-4%	4%	2	3%
CCSc1nnc(CNc2ccc(F)cc2)n1CC1CCCO1 (stereo not drawn)	0%	-6%	15%	2%	7%	0%	-6%	1	-6%
CCCOC(=O)CN1C(=O)c2ccccc2C1=O	-1%	?	4%	-5%	9%	2%	-17%	-13	-5%
COc1ccc(C(=O)NNC(=S)NC2CCCCC2)cc1OC	12%	-9%	-2%	23%	-1%	1%	0%	57	/
CCOc1ccc(/C=N/NC(=O)c2nnn(-c3nonc3N)c2COc2ccc(F)cc2)cc1	-1%	2%	-17%	-10%[58.9 µM]	-10%	-8%	-12%	3	-8%
CCOC(=O)C1=C(CSc2nc3c(cc2C#N)CN(C)CC3)OC(N)=C(C#N)C1c1ccc(F)cc1 (stereo not drawn)	-10%	-20%	-4%	?	?	-23%	?	1	-4%
CCOc1ccc(CN2CCN(CCCc3ccccc3)C(CCO)C2)cc1 (stereo not drawn)	1%	-9%	29%	-9%	0%	5%	-5%	-4	-7%
Cc1c(NC(=O)CSc2nnnn2-c2ccc(C(=O)O)cc2)c(=O)n(-c2ccccc2)n1C	4%	-1%	0%	56%[activator]	-11%	-1%	-5%	-7	-1%
Cc1nc2c(Cl)cccc2c2c1CC(CBr)O2 (stereo not drawn)	5%	-14%	39%	-27%	8%	-1%	-20%	-10	-9%
COc1cc(C(=O)OCCNC(=O)c2ccccc2)cc(OC)c1OC	38%	6%	15%	44%[activator]	2%	-2%	-12%	9	9%
COc1ccc(S(=O)(=O)NCc2ccncc2)cc1NC(=O)c1ccccc1	8%	/	/	-16%	-16%	/	-14%	-13	-10%
